Screening results from PubChem.
IDH1 R132H inh: IDH1 R132H (human) inhibition. O75874. IDH1 R132H reductase, diaphorase/resazurin fluorescence, 60 min. inhibition, % at 10 µM. actives 0.18% (n = 70,000); in the data active = inhibition above about 34%;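 also: 0% = DMSO and 100% = no enzyme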
Target sequence (O75874 whole entry R132H): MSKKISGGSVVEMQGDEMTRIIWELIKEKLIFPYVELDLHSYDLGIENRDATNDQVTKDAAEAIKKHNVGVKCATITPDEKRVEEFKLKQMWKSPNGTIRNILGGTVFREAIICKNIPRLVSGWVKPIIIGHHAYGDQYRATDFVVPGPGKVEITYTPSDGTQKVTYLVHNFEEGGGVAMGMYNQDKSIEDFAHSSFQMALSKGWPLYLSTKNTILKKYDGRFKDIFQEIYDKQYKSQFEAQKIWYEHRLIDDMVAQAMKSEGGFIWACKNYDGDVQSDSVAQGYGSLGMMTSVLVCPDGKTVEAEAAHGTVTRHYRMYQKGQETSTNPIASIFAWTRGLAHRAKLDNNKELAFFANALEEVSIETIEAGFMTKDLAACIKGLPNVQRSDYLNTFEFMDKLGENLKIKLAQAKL
PRC2 inh: blocks human EZH2/PRC2 H3K27 methylation; Q15910; DELFIA TRF, 1 h; inhibition, % at 12.5 µM; actives 0.35% (n = 57,000); AID 651548;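 active = mean inhibition of replicates at least 50% and every single replicate also reaching 50%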;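 also: dimethyl H3K27 on biotinylated H3 21-44 peptide detected by antibody; plate controls were median neutral control wells for no effect and median positive control wells for full effect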
Starred values were filed as active, the others as inactive; . = not tested or not shown. The list is partial; rates above refer to the full screens.

SMILES	IDH1 R132H inh	PRC2 inh
Cc1ccc2[nH]c(=S)n(C3CC4C=CC3C4)c(=O)c2c1 (centres undefined)	0.9	39
C[C@H]1CN([C@@H](C)CO)C(=O)c2cc(Br)cnc2O[C@H]1CN(C)Cc1ccccc1	-0.1	18
Cc1ccc(-n2c(Cn3ncc4ccccc4c3=O)n[nH]c2=S)cc1	0.3	12
C[C@@H]1CCCCO[C@@H](CN(C)C(=O)NC2CCCCC2)[C@@H](C)CN([C@H](C)CO)C(=O)c2cc(NS(=O)(=O)c3cccs3)ccc2O1	-6.5	.
C[C@@H]1CCCCO[C@H](CN(C)C(=O)Cc2ccccc2)[C@H](C)CN([C@@H](C)CO)C(=O)c2cc(NC(=O)Cc3ccccc3)ccc2O1	-3.2	.
Cc1noc(C)c1NC(=O)Nc1ccc2c(c1)CC(=O)N([C@@H](C)CO)C[C@@H](C)[C@@H](CN(C)Cc1ccncc1)O2	4.7	0
COc1ccc(NC(=O)Nc2ccc3c(c2)C(=O)N([C@H](C)CO)C[C@@H](C)[C@@H](CN(C)S(=O)(=O)c2ccc(OC)cc2)OCCCC[C@H](C)O3)cc1	2.4	.
CCCC(=O)Nc1ccc2c(c1)OC[C@H](C)N(C(=O)CC1CC1)C[C@H](C)[C@H](OC)CN(C)C2=O	0.1	5
O=C(NCC[C@H]1CC[C@H](NC(=O)C2CC2)[C@H](CO)O1)Nc1ccc(C(F)(F)F)cc1	0.0	9
CC(C)NC(=O)N[C@@H]1C=C[C@@H](CC(=O)N2CCCCC2)O[C@@H]1CO	-0.1	8
O=C(C[C@H]1C[C@H]2c3cc(NS(=O)(=O)c4ccc(F)cc4)ccc3O[C@H]2[C@@H](CO)O1)NCc1ccccn1	-0.2	-4
CN(C)c1nc(N(C)C)nc(N(C)C)n1	0.0	1
CC1(C)CC1C(=O)N/C(=C\CCCCSCC(N)C(=O)O)C(=O)O (centres undefined)	0.8	.
COc1cc([C@@H]2c3cc4c(cc3[C@@H](O[C@@H]3O[C@@H]5CO[C@@H](C)O[C@H]5[C@H](O)[C@H]3O)[C@H]3COC(=O)[C@H]23)OCO4)cc(OC)c1O	-1.5	-20
COC(=O)c1ccccc1NC(=O)Cn1nc([N+](=O)[O-])c(Br)c1C	0.4	-6
C[C@@H]1CCCCO[C@@H](CN(C)C(=O)c2ccccc2)[C@H](C)CN([C@H](C)CO)C(=O)c2cc(NS(=O)(=O)c3cccs3)ccc2O1	1.0	.
C[C@H]1CN([C@@H](C)CO)C(=O)Cc2cc(NC(=O)Nc3ccc(F)cc3)ccc2O[C@@H]1CN(C)C(=O)Nc1ccc(F)cc1	5.6	.
CO[C@@H]1CN(C)C(=O)c2cc(NC(=O)C3CC3)ccc2OC[C@@H](C)N(Cc2ccc(F)cc2)C[C@H]1C	-0.3	-13
C[C@@H]1CN([C@@H](C)CO)C(=O)c2cccc(NS(=O)(=O)c3cccs3)c2O[C@H]1CN(C)CC1CCCCC1	.	-1
C[C@H]1CN([C@@H](C)CO)S(=O)(=O)c2ccc(C3=CCCC3)cc2O[C@H]1CN(C)C(=O)c1ccccc1	8.8	-7
C[C@H](CO)N1C[C@H](C)[C@@H](CN(C)Cc2ccc(C(=O)Nc3ccccc3N)cc2)Oc2c(NC(=O)c3nc4ccccc4s3)cccc2C1=O	.	-17
O=C(NO)c1cccc(C(=O)N/N=C/c2cccnc2Cl)c1	-0.2	13
C[C@@H]1CCCCO[C@H](CN(C)C(=O)Nc2ccc3c(c2)OCO3)[C@@H](C)CN([C@@H](C)CO)C(=O)c2cc(NC(=O)c3ccncc3)ccc2O1	8.2	.
O=C(N[C@@H]1CC[C@@H](CCn2cc(-c3ccccn3)nn2)O[C@H]1CO)c1cccnc1	-0.5	16
C[C@@H]1CN([C@@H](C)CO)C(=O)c2cccc(NS(=O)(=O)c3ccc(F)cc3)c2O[C@H]1CN(C)CC1CC1	1.3	-9

Three entries already listed, arranged by SMILES length, descending:
SMILES	IDH1 R132H inh	PRC2 inh
C[C@H](CO)N1C[C@H](C)[C@@H](CN(C)Cc2ccc(C(=O)Nc3ccccc3N)cc2)Oc2c(NC(=O)c3nc4ccccc4s3)cccc2C1=O	.	-17
O=C(N[C@@H]1CC[C@@H](CCn2cc(-c3ccccn3)nn2)O[C@H]1CO)c1cccnc1	-0.5	16
Cc1ccc(-n2c(Cn3ncc4ccccc4c3=O)n[nH]c2=S)cc1	0.3	12

Other compounds
SMILES	IDH1 R132H inh	PRC2 inh
C[C@@H]1CN([C@@H](C)CO)C(=O)c2cc(N(C)C)ccc2O[C@@H](C)CCCCO[C@H]1CN(C)C(=O)c1ccncc1	-0.5	2
CNC[C@@H]1Oc2ccc(NC(=O)Nc3ccc4c(c3)OCO4)cc2CC(=O)N([C@H](C)CO)C[C@H]1C	2.7	1
C[C@@H]1CN([C@H](C)CO)C(=O)c2cccc(NC(=O)c3ccncc3)c2O[C@@H]1CN(C)C(=O)Nc1cccc2ccccc12	3.6	2
CO[C@@H]1CN(C)C(=O)c2ccc(NC(=O)c3cccc(F)c3)cc2OC[C@@H](C)N(C(C)=O)C[C@@H]1C	-0.2	9
C[C@H]1CN([C@@H](C)CO)C(=O)c2cc(NS(=O)(=O)c3ccccc3)ccc2O[C@@H]1CN(C)S(=O)(=O)c1cn(C)cn1	-0.1	.
CC(C)NC(=O)Nc1ccc2c(c1)C(=O)N([C@@H](C)CO)C[C@@H](C)[C@H](CN(C)C(=O)NC1CCCCC1)O2	.	-1
COc1cccc(C(=O)Nc2ccc3c(c2)OC[C@@H](C)N(CCc2ccccc2)C[C@@H](C)[C@H](OC)CN(C)C3=O)c1	0.2	-13
CO[C@@H]1CN(C)C(=O)c2cc(NC(=O)C3CC3)ccc2OC[C@H](C)N(Cc2cccnc2)C[C@H]1C	-0.3	11
CN(C)C(=O)c1cc2c(c(-c3cccc(-c4ccc(F)cc4)c3)n1)[C@@H](CCO)N([S@](=O)C(C)(C)C)C2	0.0	-6
C[C@@H]1CN([C@H](C)CO)C(=O)c2cc(NS(=O)(=O)c3ccccc3)ccc2O[C@@H]1CN(C)Cc1ccncc1	0.3	-4
CCCN(C)C[C@H]1Oc2cc(C#CCN(C)C)ccc2S(=O)(=O)N([C@@H](C)CO)C[C@H]1C	-0.1	-19
CC1OC(OCC2OC(Oc3cc(O)c4c(=O)c(-c5ccc(O)cc5)coc4c3)C(O)C(O)C2O)C(O)C(O)C1OC1OC(CO)C(O)C(O)C1O (centres undefined)	-0.4	64*
C[C@@H]1CCCCO[C@H](CN(C)C)[C@@H](C)CN([C@H](C)CO)C(=O)c2cc(NC(=O)c3ccccc3)ccc2O1	1.4	-7
C[C@H](CO)N1C[C@H](C)[C@H](CN(C)Cc2ccccc2)Oc2ncc(C3=CCCCC3)cc2C1=O	-0.2	-4
C[C@@H]1CN([C@@H](C)CO)C(=O)Cc2cc(NC(=O)CCN3CCOCC3)ccc2O[C@H]1CN(C)Cc1ccc2c(c1)OCO2	-3.2	-7
N/C(=N\O)c1ccc(N2CCN(c3ncccc3C(F)(F)F)CC2)nc1	0.1	14
C[C@@H]1CN([C@H](C)CO)C(=O)c2cc(C#CC3(O)CCCC3)cnc2O[C@H]1CN(C)C(=O)CC1CC1	-0.2	-7
O=C(Cc1ccccn1)NCC[C@@H]1CC[C@H](NC(=O)c2ccccc2F)[C@H](CO)O1	-0.2	0
CC(C)NC(=O)Nc1ccc2c(c1)CC(=O)N([C@H](C)CO)C[C@@H](C)[C@H](CN(C)Cc1ccncc1)O2	2.3	.
C[C@@H]1CN([C@@H](C)CO)C(=O)Cc2cc(NC(=O)CCC(F)(F)F)ccc2O[C@H]1CN(C)S(=O)(=O)c1cn(C)cn1	-2.6	.
C[C@H]1CCCCO[C@H](CN(C)S(=O)(=O)c2cn(C)cn2)[C@@H](C)CN([C@@H](C)CO)C(=O)c2cc(NC(=O)CCC(F)(F)F)ccc2O1	-0.1	.
Cc1noc(C)c1NC(=O)Nc1cccc2c1O[C@@H](CN(C)CC1CCCCC1)[C@H](C)CN([C@H](C)CO)C2=O	.	10
C[C@@H]1CN([C@@H](C)CO)C(=O)c2cccc(NC(=O)c3cnccn3)c2O[C@H]1CN(C)S(=O)(=O)c1ccc(F)cc1	1.9	.
C[C@@H]1CN([C@@H](C)CO)C(=O)c2cccc(NS(=O)(=O)c3cn(C)cn3)c2O[C@@H]1CN(C)CC1CCCCC1	.	-13
COc1ccc(CN2C[C@@H](C)[C@@H](OC)CN(C)C(=O)c3cc(NC(C)=O)ccc3OC[C@H]2C)cc1	0.1	-1

As entered above:
COc1ccc(CN2C[C@@H](C)[C@@H](OC)CN(C)C(=O)c3cc(NC(C)=O)ccc3OC[C@H]2C)cc1 in IDH1 R132H inh has 0.1
C[C@@H]1CN([C@@H](C)CO)C(=O)Cc2cc(NC(=O)CCC(F)(F)F)ccc2O[C@H]1CN(C)S(=O)(=O)c1cn(C)cn1 in IDH1 R132H inh has -2.6
C[C@H]1CCCCO[C@H](CN(C)S(=O)(=O)c2cn(C)cn2)[C@@H](C)CN([C@@H](C)CO)C(=O)c2cc(NC(=O)CCC(F)(F)F)ccc2O1 in IDH1 R132H inh has -0.1

Continuation.
SMILES	IDH1 R132H inh	PRC2 inh
CN(C)Cc1cn(CC[C@@H]2CC[C@H](NS(=O)(=O)c3ccc(-c4ccccc4)cc3)[C@@H](CO)O2)nn1	-0.1	-45
O=C(CN1CCOCC1)NCC[C@@H]1CC[C@@H](NC(=O)Nc2ccc(Cl)cc2)[C@H](CO)O1	-0.1	5
O=C(C[C@H]1C=C[C@@H](NS(=O)(=O)c2ccccc2)[C@@H](CO)O1)NCc1ccncn1	0.0	-1
O=C(NO)c1cccc(C(=O)N/N=C/c2ccc(OCc3ccccc3)cc2O)c1	0.0	-38
C[C@H]1CN([C@@H](C)CO)C(=O)c2cccc(NC(=O)Nc3cccc4ccccc34)c2O[C@H]1CN(C)S(=O)(=O)c1ccccc1	.	-16
COc1ccc(C(=O)Nc2ccc(C(=O)OCc3cccc([N+](=O)[O-])c3)cc2)cc1	0.5	11
CCC(=O)Nc1ccc2c(c1)OC[C@H](C)N(CCc1ccccc1)C[C@H](C)[C@H](OC)CN(C)C2=O	0.4	0
CC(C)NC(=O)Nc1ccc2c(c1)CC(=O)N([C@@H](C)CO)C[C@H](C)[C@H](CN(C)C(=O)Nc1ccccc1)O2	-0.6	-1
C[C@H](CO)N1C[C@H](C)[C@@H](CN(C)C(=O)Cc2ccccn2)Oc2ncc(-c3ccc(F)cc3)cc2C1=O	-0.4	4
O=C(Nc1ccc(Cl)cc1)N[C@H]1CC[C@H](CCNC(=O)c2ccccc2F)O[C@@H]1CO	0.1	-7
C[C@@H]1CN([C@H](C)CO)C(=O)Cc2cc(NC(=O)Cc3cn(C)c4ccccc34)ccc2O[C@@H]1CN(C)CC1CC1	-17	.
C[C@H](CO)N1C[C@H](C)[C@H](CN(C)S(=O)(=O)c2ccc(Cl)cc2)Oc2ccc(NC(=O)Cc3cn(C)c4ccccc34)cc2C1=O	0.3	.
C[C@H](CO)N1C[C@H](C)[C@H](CN(C)C(=O)c2ccccc2)OCCCC[C@H](C)Oc2ccc(NC(=O)c3ccccc3)cc2C1=O	.	-12
O=C(O)C[C@@H]1C[C@H]2c3cc(NC(=O)Nc4ccccc4)ccc3O[C@H]2[C@H](CO)O1	-1.5	2
C/C=C/c1ccc2c(c1)O[C@@H](CN(C)Cc1ccncc1)[C@@H](C)CN([C@H](C)CO)S2(=O)=O	0.0	21
C[C@H](CO)N1C[C@H](C)[C@@H](CN(C)Cc2ccc(-c3ccccc3)cc2)Oc2c(NC(=O)C3CCOCC3)cccc2C1=O	-0.8	7
CCC(=O)Nc1ccc2c(c1)C(=O)N(C)C[C@H](OC)[C@@H](C)CN(C(=O)c1ccncc1)[C@H](C)CO2	0.3	4
CN(C)C(=O)C[C@H]1C=C[C@H](NC(=O)Nc2cccc(F)c2)[C@@H](CO)O1	0.2	7
Cc1ccc(S(=O)(=O)N[C@@H]2C=C[C@@H](CC(=O)N3CCC(Cc4ccccc4)CC3)O[C@@H]2CO)cc1	-0.1	-2
C[C@H]1CN([C@@H](C)CO)S(=O)(=O)c2ccc(C#Cc3cccnc3)cc2O[C@H]1CN(C)C(=O)CN(C)C	0.4	1
CNC[C@H]1OCCCC[C@H](C)Oc2ccc(NC(=O)Nc3ccc(C(F)(F)F)cc3)cc2C(=O)N([C@H](C)CO)C[C@@H]1C	.	-14
C[C@H]1CN([C@@H](C)CO)C(=O)c2cc(-c3ccc(F)cc3)cnc2O[C@@H]1CN(C)CC1CCCC1	-0.3	-11
C[C@H]1CN([C@@H](C)CO)C(=O)Cc2cc(NC(=O)Cc3ccccc3)ccc2O[C@H]1CN(C)S(=O)(=O)c1ccc(F)cc1	1.1	-1
C[C@@H]1CN([C@@H](C)CO)C(=O)c2cccc(NC(=O)c3cnccn3)c2O[C@@H]1CN(C)C(=O)NC1CCCCC1	1.3	-6
NNC(=O)c1ccccc1O	.	-44
COCC#Cc1ccc2c(c1)O[C@H](CN(C)C(=O)C1CCCCC1)[C@H](C)CN([C@H](C)CO)S2(=O)=O	-1.7	.
COC(=O)C[C@@H]1C[C@H]2c3cc(NS(=O)(=O)c4ccc(OC)cc4)ccc3O[C@H]2[C@@H](CO)O1	-0.7	-13
O=C(NCC(O)c1ccccc1)c1cccc(S(=O)(=O)N2CCOCC2)c1 (centres undefined)	0.4	2
CO[C@H]1CN(C)C(=O)c2cc(NC(=O)c3cccc(F)c3)ccc2OC[C@H](C)N(C)C[C@H]1C	0.1	-3

Record cards (already shown). Order of values: IDH1 R132H inh	PRC2 inh
`C[C@H]1CN([C@@H](C)CO)C(=O)c2cccc(NC(=O)Nc3cccc4ccccc34)c2O[C@H]1CN(C)S(=O)(=O)c1ccccc1` is entered as .	-16
`C[C@H]1CN([C@@H](C)CO)S(=O)(=O)c2ccc(C#Cc3cccnc3)cc2O[C@H]1CN(C)C(=O)CN(C)C` is entered as 0.4	1
`CCC(=O)Nc1ccc2c(c1)OC[C@H](C)N(CCc1ccccc1)C[C@H](C)[C@H](OC)CN(C)C2=O` is entered as 0.4	0
`O=C(NO)c1cccc(C(=O)N/N=C/c2ccc(OCc3ccccc3)cc2O)c1` is entered as 0.0	-38
`NNC(=O)c1ccccc1O` is entered as .	-44
